Bioassay records as filed in PubChem BioAssay.
Rtt109 Vps75 – inhibitors of Candida albicans Rtt109/Vps75 histone acetyltransferase | purified Rtt109/Vps75, ThioGlo CoA-SH fluorescence, 4 h | AID 540336 | inhibition, % at 34.9 µM | Q5AAJ8 | 330,000 tested, 0.16% active;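 active means inhibition of at least 50% in every replicate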
Target sequence (Q5AAJ8 whole entry, looked up): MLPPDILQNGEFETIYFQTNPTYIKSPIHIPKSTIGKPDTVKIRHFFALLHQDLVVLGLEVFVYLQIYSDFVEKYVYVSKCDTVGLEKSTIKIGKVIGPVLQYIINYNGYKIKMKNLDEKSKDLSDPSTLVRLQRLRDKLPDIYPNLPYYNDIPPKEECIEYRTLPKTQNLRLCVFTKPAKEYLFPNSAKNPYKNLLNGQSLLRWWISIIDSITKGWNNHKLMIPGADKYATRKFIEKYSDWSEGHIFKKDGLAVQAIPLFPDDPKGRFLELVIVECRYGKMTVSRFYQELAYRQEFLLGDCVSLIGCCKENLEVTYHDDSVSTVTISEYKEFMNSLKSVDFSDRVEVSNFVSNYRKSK
DAGLB inh – diacylglycerol lipase beta (human) inhibition. inhibition, % at 5.17 µM. Q8NCG7. HEK293T DAGLB membrane lysate, EnzChek fluorogenic substrate. 340,000 tested, 0.059% active; in the data active means inhibition above about 34%;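 further: 0% = enzyme with vehicle and 100% = wells lacking enzyme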
cardiac RTF act – cardiac RTF calcium sensitization; P19429+P45379; activation, % at 7.2 µM; IANBD-labeled TnC RTF fluorescence at EC20 calcium; 0% EC20 calcium, 100% full calcium; 340,000 tested, 0.24% active;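 active means activation above the mean over all tested compounds plus 3 SD, cut at about 30% in these data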;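 further: rise in fluorescence read as greater calcium sensitivity of cardiac thin filaments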
RTF Ca sens inh – cardiac RTF calcium desensitization; inhibition, % at 7.15 µM; AID 493244; IANBD-labeled cardiac RTF, Ca2+ fluorescence; 340,000 tested, 0.12% active; P19429+P45379;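 active means inhibition above the mean inhibition of all tested compounds plus 3 SD, cut at about 17% in these data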;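 further: assay run at fixed EC70 calcium of 1.6 mM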
Keap1 Nrf2 FP – Keap1-Nrf2 (human) interaction inhibition; Keap1 Kelch-Nrf2 peptide fluorescence polarization, 1536-well; inhibition, % at 9.4 µM; Q14145; 340,000 tested, 0.15% active; in the data active means inhibition above about 12%;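 further: human Keap1 Kelch domain with fluorescein labeled Nrf2 9mer peptide probe; 0% = neutral control wells and 100% = peptide positive control; higher means more block of Keap1 binding to Nrf2 peptide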
Target sequence (Q14145 whole entry, looked up, the tested form may be a part): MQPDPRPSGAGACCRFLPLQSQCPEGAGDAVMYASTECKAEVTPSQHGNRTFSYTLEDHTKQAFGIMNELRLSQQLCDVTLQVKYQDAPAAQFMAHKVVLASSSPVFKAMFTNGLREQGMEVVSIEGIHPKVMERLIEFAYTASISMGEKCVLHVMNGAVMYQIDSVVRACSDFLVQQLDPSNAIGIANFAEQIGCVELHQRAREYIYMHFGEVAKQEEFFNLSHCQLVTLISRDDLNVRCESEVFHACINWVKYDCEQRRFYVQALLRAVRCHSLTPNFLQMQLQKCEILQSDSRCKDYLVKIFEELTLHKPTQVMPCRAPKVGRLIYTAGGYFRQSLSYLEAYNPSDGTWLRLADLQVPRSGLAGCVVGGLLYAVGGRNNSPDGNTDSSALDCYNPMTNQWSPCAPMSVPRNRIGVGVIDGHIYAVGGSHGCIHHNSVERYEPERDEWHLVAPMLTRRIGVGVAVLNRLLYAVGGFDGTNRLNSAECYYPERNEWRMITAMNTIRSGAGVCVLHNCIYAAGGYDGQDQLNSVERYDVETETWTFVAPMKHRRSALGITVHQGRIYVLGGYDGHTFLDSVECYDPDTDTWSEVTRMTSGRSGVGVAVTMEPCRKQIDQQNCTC
PKA-R2B act – PKA-R2B complex activation | PKA-R2B holoenzyme dissociation, Cy5-IP20 fluorescence polarization; R2B truncated from residue 108, S112A mutant; 0% DMSO only, 100% 113 µM cGMP | P22694+P31323 | 340,000 tested, 0.079% active | activation, % at 11.4 µM;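 active means activation above a cutoff set at the mean over all compounds plus 3 SD, cut at about 18% in these data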;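 further: higher means more holoenzyme dissociation and a rise in polarization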
LANA DNA inh – inhibitors of KSHV LANA C-terminal domain DNA binding; 340,000 tested, 0.078% active; MBP-C-LANA/FAM-LBS DNA binding, fluorescence polarization; inhibition, % at 9 µM; AID 504423;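 active means highest replicate inhibition at or above 60% at 9 µM, even if other replicates fall short; inactive means all replicates below 60% inhibition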;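 further: 0% = neutral control wells and 100% = 4 µM acridine orange control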
CAL PDZ FP-1 – inhibitors of human CAL PDZ peptide binding; purified CAL PDZ, TMR-peptide fluorescence polarization, 1 h; inhibition, % at 20 µM; 330,000 tested, 0.02% active; AID 504414;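 active means highest replicate inhibition of at least 40%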;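 further: plate controls were DMSO neutral control wells for no effect and unlabeled competitor peptide control wells for full effect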
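Read-out basis: mP drop reported as inhibition | Assay system: Tagged CAL PDZ protein CerCALP, purified | Benchmarks: Unlabelled peptide for full inhibition, DMSO wells as neutral | Schedule: 1 h incubation at room temperature before polarization reading | Buffer or medium: Sodium phosphate/NaCl buffer pH 7.4 with TCEP, IgG, Thesit | Doses: Single point, 20 µM | Measured by: Fluorescence polarization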
SR-BI DiI-HDL act – enhances SR-BI lipid uptake from DiI-HDL. CHO ldlA[mSR-BI] cells, DiI-HDL uptake fluorescence, 3 h; 100 = double the neutral-control signal. activation, % at 12.5 µM. 320,000 tested, 0.096% active. AID 504775;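 active means mean replicate activation of at least 60% and every replicate at or above 60%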;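 further: 0% = median plate neutral-control signal and 100% = twice that signal; values of inactives mirror those of a sister screen read the other way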
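Material: SR-BI-overexpressing, LDLR-lacking CHO cells | Dosing: Single compound concentration, delivered by pin transfer | Probe or stimulus: Labelled HDL, 10 µg/mL | Signal: Bottom-read cell fluorescence after medium removal, ex 550/em 595 nm | Schedule: 3 h, 37 °C | Evaluation: HDL uptake via cellular fluorescence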
CAL PDZ FP-2 – inhibitors of human CAL PDZ peptide binding | AID 602252 | Q9HD26 | 300,000 tested, 0.92% active | inhibition, % at 24.9 µM | purified CAL PDZ, TMR-peptide fluorescence polarization, 1 h;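 active means mean inhibition of at least 30% with at least half of replicates also reaching 30%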;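 further: 0% = DMSO neutral control and 100% = excess unlabeled competitor peptide PRC23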
Starred values were filed as active, the others as inactive; . = not tested or not shown. No enrichment for hits, and some 1.6% of all compounds hit somewhere here.

entry	canonical_smiles	Rtt109 Vps75	DAGLB inh	cardiac RTF act	RTF Ca sens inh	Keap1 Nrf2 FP
1	O=C(NCCCN1CCOCC1)c1ccccc1-c1ccccc1	-2	2	-7	-8	1
2	C[C@@]12C(=O)N(c3cccc(Cl)c3)C(=O)N1[C@H](c1ccc(Cl)cc1)[C@@H]1C(=O)N(C3CCCCC3)C(=O)[C@@H]12	8	-10	-10	-10	7
3	NC1=NC(=O)/C(=C/c2ccc(Cl)cc2Cl)S1	-8	-5	0	-15	-1
4	CCOC(=O)c1c(-c2ccccc2)csc1NC(=O)COc1ccc2c(C)cc(=O)oc2c1	-6	-2	2	1	-2
5	COC(=O)c1ccccc1NC(=O)c1cc(-c2ccco2)on1	3	0	-3	7	-3
6	Cc1nc(-c2ccccn2)nc(SCC(=O)N2CCOCC2)c1Cl	-4	.	.	.	-1
7	O=c1[nH]c2cc(S(=O)(=O)CCO)ccc2o1	-13	-3	-3	-1	1
8	CCc1nnc(NC(=O)CSc2ncnc3c2cnn3-c2ccc(OC)cc2)s1	-4	-1	0	-8	1
9	COc1ccc(S(=O)(=O)NC(C)C(=O)NCc2cccnc2)cc1OC (stereo not drawn)	-1	1	-1	-5	-1
10	O=C(Nc1ccc(Cl)c(Cl)c1)Nc1ccccc1C(=O)O	.	4	-8	3	-5

entry	PKA-R2B act	LANA DNA inh	CAL PDZ FP-1	SR-BI DiI-HDL act	CAL PDZ FP-2
1	-8	-1.4	-0.8	13	-4
2	-2	-0.7	-0.1	-5	1
3	-12	1.0	.	2	-3
4	5	-0.7	-3.4	-39	-2
5	-5	-0.3	-1.6	10	-6
6	.	-0.6	0.6	4	.
7	2	1.5	0.9	18	-1
8	6	0.8	-2.1	3	1
9	-12	0.0	-3.0	.	-7
10	-8	-1.0	-3.6	8	0

The list goes on.
entry	canonical_smiles	Rtt109 Vps75	DAGLB inh	cardiac RTF act	RTF Ca sens inh	Keap1 Nrf2 FP
11	COc1ccc(C(=O)Nc2c3c(nn2-c2ccc([N+](=O)[O-])cc2)CS(=O)(=O)C3)cc1	7	1	-7	-9	-1
12	CCOC(=O)/C(C#N)=C1/C=CN(c2ccccc2)C=N1	2	-2	6	-4	-2
13	Cc1ccc(S(=O)(=O)N2CCC(C(=O)NCCCN3CCOCC3)CC2)cc1C	4	0	1	-7	-1
14	COc1cc(S(=O)(=O)N2CCOCC2)ccc1NC(=O)COC(=O)CC12CC3CC(CC(C3)C1)C2	-4	-3	-1	-6	-2
15	CCc1nnc(SCC(=O)Nc2ccc3c(c2)OCO3)o1	3	-1	2	-2	-4
16	O=C(COc1ccccc1)OCc1csc(Nc2ccccc2)n1	1	0	-7	0	-3
17	CN1CCN(S(=O)(=O)c2ccc(N(C)Cc3cccs3)nc2)CC1	1	1	5	4	-6
18	CC(C)=CCCC1=CCC(/C(C)=N/NC(N)=O)CC1 (stereo not drawn)	4	3	2	-6	-4
19	CC(C)=CCc1c(O)cc(O)c2c(=O)c(O[C@@H]3O[C@@H](C)[C@H](O)[C@@H](O)[C@H]3O)c(-c3ccc(O)cc3)oc12	-1	-1	-4	13	2
20	CC(C)(C)OC(=O)N/N=C\c1ccc(OC(=O)c2cccs2)cc1	-1	-3	-7	1	-6

entry	PKA-R2B act	LANA DNA inh	CAL PDZ FP-1	SR-BI DiI-HDL act	CAL PDZ FP-2
11	-4	-0.3	-2.4	-37	-3
12	9	1.3	.	8	6
13	-4	-0.7	-3.5	7	6
14	-1	0.2	-0.6	-55	.
15	-15	0.9	-0.1	10	-3
16	2	-0.6	-0.9	34	2
17	6	-0.3	-0.5	12	1
18	-14	2.9	.	-13	-3
19	1	-2.0	-15	1	-6
20	-9	-0.3	-0.5	-6	-3

(continued)
entry	canonical_smiles	Rtt109 Vps75	DAGLB inh	cardiac RTF act	RTF Ca sens inh	Keap1 Nrf2 FP
21	COc1ccccc1CC(=O)Nc1ccon1	-3	0	-3	-9	0
22	CCc1cccc(NC(=O)c2cc(OC)c(OC)c(OC)c2)c1	3	-1	-4	-1	-1
23	CC(=O)c1c(C(C)=O)c(C)n(-c2ccc(O)cc2)c1C	-1	0	1	-16	-2
24	CC(OC(=O)Cn1c(C(F)(F)F)nc2ccccc21)C(N)=O (stereo not drawn)	4	-1	-1	-9	-2
25	Fc1cccc(-c2cc3nc4c(c(N5CCOCC5)n3n2)CCCC4)c1	4	0	4	-12	-1
26	CC1=C(C(=O)OCc2ccccc2)C(c2ccc(Cl)cc2)NC(=O)N1CCCCCC(=O)O (stereo not drawn)	18	1	-3	-5	1
27	CC(NC(=O)OCc1ccccc1)c1ccccc1 (stereo not drawn)	6	-2	3	-6	0
28	Cc1ccc2c(C(=O)N3CCN(c4ccccc4)CC3)cc(-c3cccnc3)nc2c1C	-4	1	-2	0	1
29	Cc1oc(-c2ccccc2F)nc1CS(=O)(=O)CC(=O)NCc1ccccc1Cl	-3	-1	3	-4	-6
30	CCOC(=O)C(=O)Nc1ccc(F)cc1	-11	2	-12	8	-1

entry	PKA-R2B act	LANA DNA inh	CAL PDZ FP-1	SR-BI DiI-HDL act	CAL PDZ FP-2
21	-4	-0.8	0.2	5	-2
22	-7	1.2	-2.9	-50	-3
23	12	-4.6	0.4	13	-1
24	10	0.5	0.8	53	1
25	-1	-2.1	-1.1	-72	-2
26	-7	0.2	-0.4	1	-4
27	-2	-1.7	0.1	-4	-3
28	-2	-0.5	0.0	-5	1
29	5	-0.6	-1.1	16	.
30	3	-0.6	0.3	16	-2

The closing 4 compounds of the part before lead into the next.
entry	canonical_smiles	Rtt109 Vps75	DAGLB inh	cardiac RTF act	RTF Ca sens inh	Keap1 Nrf2 FP
27	CC(NC(=O)OCc1ccccc1)c1ccccc1 (stereo not drawn)	6	-2	3	-6	0
28	Cc1ccc2c(C(=O)N3CCN(c4ccccc4)CC3)cc(-c3cccnc3)nc2c1C	-4	1	-2	0	1
29	Cc1oc(-c2ccccc2F)nc1CS(=O)(=O)CC(=O)NCc1ccccc1Cl	-3	-1	3	-4	-6
30	CCOC(=O)C(=O)Nc1ccc(F)cc1	-11	2	-12	8	-1
31	CCOC(=O)[C@H]1[C@H]2COc3ccc(C)cc3[C@@H]2N2C(=O)CN(Cc3ccc(F)cc3)C(=O)[C@@]12C	4	-2	-2	1	0
32	CC1(C)COCN1C(=O)c1ccc(C#N)cc1	19	-3	-4	1	0
33	O=C(Cn1ncc2c([nH]c3ccccc32)c1=O)N1CCOCC1	5	3	0	-7	6
34	O=C(NCc1ccccc1)c1cnc2n(c1=O)CCS2	-3	-1	-4	-11	-3
35	CC(NC(=O)c1ccc2c(c1)OCO2)c1cccc(C(F)(F)F)c1 (stereo not drawn)	-5	-5	2	-13	0
36	O=[N+]([O-])c1ccc2c(c1)C(=Nc1ccccc1)c1ccccc1-2	-3	0	-8	5	-8
37	COc1cccc(CN2CCN(c3cccc(C(F)(F)F)c3)CC2)c1OC	2	-9	3	-4	4
38	Cc1c(C(=O)N(Cc2ccc(Cl)cc2)C2CCS(=O)(=O)C2)oc2ccccc12 (stereo not drawn)	15	-1	-7	-13	-1
39	Cc1nc2c(o1)C(=O)c1ccccc1C2=Nc1ccccc1	0	0	2	4	4
40	Cn1c(CCCOc2ccc(Cl)cc2Cl)nnc1SCC(=O)Nc1ccc(F)c(Cl)c1	-8	-5	0	1	-2

entry	PKA-R2B act	LANA DNA inh	CAL PDZ FP-1	SR-BI DiI-HDL act	CAL PDZ FP-2
27	-2	-1.7	0.1	-4	-3
28	-2	-0.5	0.0	-5	1
29	5	-0.6	-1.1	16	.
30	3	-0.6	0.3	16	-2
31	-7	-0.9	1.8	-10	-1
32	-20	-1.4	0.6	9	-2
33	-3	0.7	-1.0	8	39*
34	7	-0.2	-0.9	22	0
35	0	-1.3	-0.3	3	2
36	-2	0.6	0.4	-2	3
37	8	-1.5	-2.0	-8	.
38	-11	-0.3	0.0	-13	-5
39	-7	-1.7	-0.7	-9	-5
40	-12	0.1	-0.6	-30	-1

The list goes on.
entry	canonical_smiles	Rtt109 Vps75	DAGLB inh	cardiac RTF act	RTF Ca sens inh	Keap1 Nrf2 FP
41	CC(=O)N1CC23C=CC(CC2CC12CCCCCC2)O3 (stereo not drawn)	1	-1	-4	-12	-1
42	N#Cc1cccc(CSc2nnc(CCCO)n2-c2ccccc2)c1	1	-2	3	-1	-3
43	Cc1ccc(-c2nc3ncccc3o2)cc1NC(=O)CC(C)C	0	2	-1	-5	-2
44	CCCN=C1N(C)C[C@@H]2[C@@H]3C(=O)N(Cc4ccccc4)C(=O)[C@@H]3[C@](C)(C(=O)OC)N12	-1	-1	-5	-3	-1
45	Cc1cccc(COc2ccccc2C(=O)OCC(=O)N(C)c2c(N)n(Cc3ccccc3)c(=O)[nH]c2=O)c1	-5	1	0	1	1
46	Clc1ccc(-c2nnc(-c3ccc(Br)cc3)c(N3CCSCC3)n2)cc1	-4	-1	8	-8	1

entry	PKA-R2B act	LANA DNA inh	CAL PDZ FP-1	SR-BI DiI-HDL act	CAL PDZ FP-2
41	-2	-2.7	0.2	12	.
42	7	0.4	-0.2	-2	8
43	-10	0.9	0.5	-1	-3
44	-4	-0.2	-0.2	.	4
45	-2	1.7	-1.9	-87	-1
46	-4	0.1	-2.9	-26	-3
